mcGAS inh: cyclic GMP-AMP synthase inhibitors, mouse, primary biochemical chemiluminescence | recombinant cGAS, Kinase-Glo ATP depletion luminescence | inhibition, % at 12.5 µM | actives 0.15% (n = 160,000) | AID 1259399, 2018;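 also: 0% = negative control wells and 100% = reference inhibitor with no enzyme activity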
NPYLR7 agonist: agonists of mosquito NPYLR7 receptor, primary screen, cell-based, Aedes aegypti, calcium fluorescence, mosquito biting behavior; Aedes aegypti neuropeptide Y-like receptor 7 (NPYLR7); HEK293T NPYLR7/Galpha15, GCaMP6s calcium fluorescence; activation, % at 10 µM; actives 0.15% (n = 270,000); AID 1259423, 2018; in the data active = activation above about 40%;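 also: 0% = vehicle and 100% = reference agonist at the receptor; some compounds past the cut are filed as inactive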
hcGAS inh: Primary biochemical luminescence assay for human cyclic GMP-AMP synthase inhibitors; Q8N884; recombinant h-cGAS, ATP depletion, Kinase-Glo luminescence; inhibition, % at 12.5 µM; actives 0.081% (n = 290,000);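 also: 0% = vehicle reaction and 100% = reaction without DNA for no activity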
Target sequence (Q8N884 whole entry, looked up): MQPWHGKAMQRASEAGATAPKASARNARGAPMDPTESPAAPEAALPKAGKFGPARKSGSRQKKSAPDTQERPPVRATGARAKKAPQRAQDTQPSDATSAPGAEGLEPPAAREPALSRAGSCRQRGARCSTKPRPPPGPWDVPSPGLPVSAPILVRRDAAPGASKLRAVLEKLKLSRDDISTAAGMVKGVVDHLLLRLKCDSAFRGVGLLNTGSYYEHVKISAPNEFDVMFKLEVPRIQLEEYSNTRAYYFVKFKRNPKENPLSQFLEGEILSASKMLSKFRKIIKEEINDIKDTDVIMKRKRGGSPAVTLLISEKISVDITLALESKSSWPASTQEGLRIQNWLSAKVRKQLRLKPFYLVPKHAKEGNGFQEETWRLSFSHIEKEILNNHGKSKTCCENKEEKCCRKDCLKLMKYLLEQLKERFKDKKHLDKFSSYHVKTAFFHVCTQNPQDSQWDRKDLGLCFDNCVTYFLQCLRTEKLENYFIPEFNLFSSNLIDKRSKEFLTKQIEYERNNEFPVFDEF
The depositor's hits bear a star; / = not tested or not shown; & = joins results of further samples. Rule as the data show it, unless noted: active = inhibition above about 40%; inactive = the rest.

Results follow in this order: mcGAS inh | NPYLR7 agonist | hcGAS inh
- CS(=O)(=O)N1CCCN(c2nc(C=Cc3ccccc3)nc3sc4c(c23)CCCC4)CC1
→ -3 | 0 | -1
- c1cc(CCN2CCN(c3c4c(nc5ncnn35)CCCC4)CC2)ccn1
→ -5 | 13 | -3
- O=C(COc1coc(CN2CCN(Cc3ccccc3)CC2)cc1=O)NCC1CCCO1 (configuration not stated)
→ -8 | -1 | -7
- COc1ccccc1-c1cc(C(=O)NC(C)CCc2ccccc2)n2nc(-c3ccccc3)cc2n1 (configuration not stated)
→ 0 | / | 0
- O=[N+]([O-])c1ccccc1N(CC1CO1)S(=O)(=O)c1ccccc1 (configuration not stated)
→ / | 9 | -12
- Cc1nc(N2CC(C)OC(C)(C)C2)nc(N2CC(C)OC(C)(C)C2)c1Cl (configuration not stated)
→ / | 3 | -8
- CN(C)c1ccc(Sc2nnc(NC(=O)C(C)(C)C)s2)cc1
→ -4 | -4 | -2
- N#CCC1(COC(=O)c2ccsc2)CC1
→ / | 9 | -3
- O=C(Oc1ccc2ccc(O)cc2c1)c1cccc(Cl)c1
→ / | -1 | 0
- CN(Cc1ccccc1)c1ncccc1CNC(=O)c1ccc[nH]1
→ / | 2 | -3
- O[C@@H]1CN(c2cnc3ccccc3n2)CC[C@H]1c1ccc2c(c1)OCO2
→ -7 | -2 | -1
- COc1ccc(C2CC(c3ccc(C)cc3C)=NN2C(=O)CN2CCC3(CC2)OCCO3)c(OC)c1 (configuration not stated)
→ -6 | -2 | -6
- CCC(O)C1CCN(Cc2cn(Cc3ccccc3)nc2-c2cc3ccccc3o2)CC1 (configuration not stated)
→ -1 | -4 | 2
- CC(C)c1cc(C2CCN(C(=O)C3=CC(=O)CC(C)(C)O3)CC2)[nH]n1
→ / | -2 | -12
- Cc1ccccc1C(NC(=O)CNC(=O)c1ccoc1C)C(C)C (configuration not stated)
→ / | 11 | 4
- CC(C)[C@H](NS(=O)(=O)c1ccccc1S(C)(=O)=O)c1nnc2c(C(F)(F)F)cccn12
→ / | -11 | -4
- CNC(=O)CN1C(=O)CCN(C(=O)CC(C)(C)C)CC(OC)c2ccccc21 (configuration not stated)
→ -4 | 3 | -1
- CCCc1cc(C(=O)N(C)C(C)c2ccc3c(c2)OCCO3)n[nH]1 (configuration not stated)
→ -11 | 1 | -5
- CC(C)CCNc1nnc(C(C)C)s1
→ / | 11 | -11
- Cn1c(=O)c2[nH]c(CN3CCN(c4ccc(F)cc4)CC3)nc2n(C)c1=O
→ / | 0 | -6
- CCOC(=O)C1CCCN(C(=O)c2cc(C)n3nc(C(C)(C)C)cc3n2)C1 (configuration not stated)
→ -3 | 18 | -5
- COCCNC(=O)c1ccccc1N1CCC(NC(=O)c2cccc(C)c2)CC1
→ -5 | -7 | -4
- Cc1nc(-c2ccc(CCNC(=O)c3cc(F)cc(F)c3)s2)cs1
→ -1 | -4 | 0
- CCOc1ccccc1CNC(=O)c1ccc(-c2n[nH]c3c2CCc2cc(OC)ccc2-3)cc1
→ -7 | 7 | -9
- CCc1nc2ccc(C(=O)NCc3ccccc3OC)cn2c1N(C)C(=O)C1CCCCC1
→ 3 | -5 | -5
- CC(C)(C)CC(=O)Nc1ccccc1-c1ncc[nH]1
→ -18 | 0 | -8
- O=C(COCc1ccccc1)N(CCCN1CCOCC1)CC(=O)N(Cc1ccc(F)cc1)Cc1ccco1
→ -4 | -3 | -6
- Cc1ccc(C(=O)OC(C)c2nc(-c3cccnc3)no2)c(O)c1 (configuration not stated)
→ / | 1 | -8
- O=C(C1CC=CCC1)N1CCC(n2cnc3ccc(F)cc32)CC1 (configuration not stated)
→ 0 | -8 | 7
- COc1ccccc1OS(=O)(=O)c1cn(C)c(=O)n(C)c1=O
→ -2 | 0 | 0
- Cn1ncc(Br)c1C(=O)Nc1ccc(F)cc1F
→ -6 | -6 | -7
- CCOC(=O)C1C(=O)CC(O)(c2ccc(Br)cc2)CC1C=C(Cl)Cl (configuration not stated)
→ 0 | 1 | -2
- NC(=O)CSc1ccc(-c2ccccc2)nn1
→ -7 | 0 | -1
- C=CCCC(=O)NCC(C)Oc1cccc(F)c1 (configuration not stated)
→ / | -1 | -14
- CC(C)C1CN(C(=O)c2ccnc(N)c2)CCC(=O)N1CC1CC1 (configuration not stated)
→ -4 | / | -6
- C=CCNC(=O)Cn1c(CO)cnc1SCC(=O)Nc1ccccc1C(F)(F)F
→ / | -3 | -1
- IC12CCC(c3ccccc3)(CC1)CC2
→ / | -1 | 4
- CCCCN(Cc1ccccc1)C(=O)Nc1cn(C)c2ccccc12
→ -1 | -4 | 1
- CCNC(=O)C1(C)CCCCN1Cc1ccc(C(=O)OCC)o1 (configuration not stated)
→ / | 2 | -16
- Cc1cc(-c2nnc(NC(=O)C3CCN(S(=O)(=O)c4cccs4)CC3)o2)n(C)n1
→ -5 | -4 | -2
- CC(C)N1CCC(Nc2nc(C(F)(F)F)nc3ccccc23)CC1
→ -5 | 3 | -2
- COc1cc(/C=C2N=C(/C=C/c3ccc(C)cc3)OC/2=O)cc(OC)c1OC
→ / | -1 | -5
- Cc1ccc(C(=O)Nc2nnc(SCc3ccccc3)s2)cc1C
→ 3 | -1 | 4
- CCc1nc(NC(=O)NCc2cccc(SC)c2)nn1C
→ / | 1 | -3
- CC(=O)O[C@H]1C[C@@H](OC(C)=O)C(C)(C)C2CC(=O)[C@]3(C)C(CC[C@@]4(C)[C@H](C(=O)O)OC(=O)C5OC543)[C@]21C (some centres not stated)
→ -7 | / | 0
- CCCCN(CC(=O)N1CCc2sccc2C1c1ccc(C)cc1)S(=O)(=O)c1ccc(C(C)(C)C)cc1 (configuration not stated)
→ -6 | / | -5
- O=C(Cn1cc2ccccc2n1)N1CCOc2ccc(CN3CCN(CCO)CC3)cc2C1
→ / | 15 | -15
- CC(C)OCCCNc1ccc2nnc(CCNC(=O)c3ccccc3)n2n1
→ -7 | 2 | -4
- CC(NC(=O)C1(OCc2ccccc2)CCOCC1)c1ccc(Cl)s1 (configuration not stated)
→ / | 0 | -4
- O=C(c1ccccc1)C1CCN(C(=O)C2CCC(=O)N(CCCc3ccccc3)C2)CC1 (configuration not stated)
→ / | 5&0 | -5&3
- O=[N+]([O-])c1ccc(C=NNc2ccc(Cl)c(Cl)c2)o1
→ / | -1 | -17
- CCN1C(=O)CC[C@]2(CN(C)C(=O)c3ccnn3CC)CCC[C@@H]12
→ -5 | / | -12
- O=S(=O)(NCCOc1ccc2nnc(-c3ccccc3)n2n1)c1ccc2ccccc2c1
→ 0 | -5 | -3
- CN(CC(=O)NCCc1ccccc1F)C(=O)c1ccc(Br)s1
→ / | 12 | -6
- Cc1ccc(CNC(=O)c2c[nH]c3c(c(C)nn3-c3ccccc3)c2=O)cc1
→ -8 | -1 | -2
- CCOC(=O)CCCSc1nnc(-c2cc(OC)cc(OC)c2)n1-c1ccc(C)cc1
→ -8 | / | -10
- CC(C)Cc1nc(N2CCCN(S(=O)(=O)Cc3ccccc3)CC2)c2c(-c3cccc(C(F)(F)F)c3)noc2n1
→ 2 | 6 | 3
- O=C(O)c1cccc(NS(=O)(=O)c2ccc(S(=O)(=O)N3CCCCC3)cc2)c1
→ -5 | 14 | -6
- Cc1cc(C)c(S(=O)(=O)NCCn2nc(-c3ccco3)ccc2=O)cc1C
→ -7 | -1 | 4
- CCCCc1ccc(-c2ccc(-n3cncc3C(=O)NCCOc3ccc(OC)cc3)cc2)cc1
→ -4 | 11 | 2

Following part
Results follow in this order: mcGAS inh | NPYLR7 agonist | hcGAS inh
- COCc1cc(C)nc(OCC(=O)N/N=C\c2ccc(-c3ccc(Br)cc3)o2)c1C#N
→ -1 | 3 | -1
- O=C(Cn1nc2c(c1NC(=O)Cc1noc3ccccc13)CSC2)NCC1CCCO1 (configuration not stated)
→ -3 | -4 | -4
- Cn1cc(Br)cc1C(=O)NCCn1cnnc1C1CC1
→ / | 6 | -2
- c1coc(-c2cc(C3CCN(C[C@@H]4CCCN5CCCC[C@H]45)CC3)[nH]n2)c1
→ / | 2 | -11
- CCCCn1c(=O)c2c(nc3n2CC(C)=NN3CC(N)=O)n(C)c1=O
→ / | 4 | -2
- C#CCOc1ccc(NC(=O)N(C)CC(O)C2CC2)cc1 (configuration not stated)
→ -18 | 4 | -6
- CC(C)n1c(C2CC(=O)N(c3cccc4ccccc34)C2)nc2ccccc21 (configuration not stated)
→ -9 | -2 | -7
- COCc1cc(C)nc(N/N=C\c2cccc(Oc3ccc([N+](=O)[O-])cc3[N+](=O)[O-])c2)c1C#N
→ -4 | 1 | -6
- CCc1nc2ccc(C(=O)N(CC)CCN(C)C)cn2c1N(CC)Cc1ccc(OC)c(OC)c1
→ 1 | -4 | 3
- Cc1cc(-c2ccccc2)c2c(n1)sc1c(=O)n(CC(=O)Nc3ccc(Cl)cc3)cnc12
→ / | 4 | -6
- CCc1ccccc1C1c2cccn2CCCN1Cc1cccnc1 (configuration not stated)
→ -7 | 20 | -10
- CCCn1c(CN2CCCCC2C)nc2cc(S(=O)(=O)N(C)C)ccc21 (configuration not stated)
→ / | -1 | 2
- CC1CN(c2ccccc2)c2nc3c(c(=O)n(CCN4CCOCC4)c(=O)n3C)n2C1 (configuration not stated)
→ -3 | / | -1
- COc1ccccc1N1CCN(C(=O)CN(c2ccc(C)cc2)S(=O)(=O)c2ccc(F)cc2)CC1
→ -5 | 11 | -4
- Cc1[nH]cnc1-c1nccn1Cc1ccccc1-n1ccnc1
→ -15 | 15 | -1
- CCC1CN(C(=O)c2nn(C)c3c2CCCC3)CCC(=O)N1Cc1ccccc1 (configuration not stated)
→ / | -2 | -2
- CC(Sc1ccccc1)C(=O)NC(c1ccc(F)cc1)c1nccn1C (configuration not stated)
→ / | -10 | 0
- CC(C)CC(=O)N1Cc2ccccc2CC1C(=O)Nc1ccc(C#N)cc1 (configuration not stated)
→ / | 10 | -17
- O=C(CN1CCSC1=O)Nc1ccc2c(c1)OC1(CCCC1)O2
→ / | 4 | 0
- Cc1c(C(=O)N2CCN(C(=O)C(c3ccccc3)c3ccccc3)CC2)cc(-c2ccccc2)n1-c1ccc(F)cc1F
→ -3 | 9 | -2

Some of these compounds in order of SMILES length, smallest number first.
Results follow in this order: mcGAS inh | NPYLR7 agonist | hcGAS inh
- CC1CN(c2ccccc2)c2nc3c(c(=O)n(CCN4CCOCC4)c(=O)n3C)n2C1 (configuration not stated)
→ -3 | / | -1
- c1coc(-c2cc(C3CCN(C[C@@H]4CCCN5CCCC[C@H]45)CC3)[nH]n2)c1
→ / | 2 | -11
- Cc1cc(-c2ccccc2)c2c(n1)sc1c(=O)n(CC(=O)Nc3ccc(Cl)cc3)cnc12
→ / | 4 | -6

(continued)
Results follow in this order: mcGAS inh | NPYLR7 agonist | hcGAS inh
- Cc1ccc(C(=O)Nc2ccccc2C(=O)O)cc1S(=O)(=O)NC1CCCCC1
→ -7 | -14 | -7
- COCCCOC1CN(C(=O)c2cc(Br)cc(Cl)c2O)C1
→ / | 9 | -9
- O=C(c1cccs1)N(CCN1CCCCC1)CC1CCCN(C2CCCC2)C1 (configuration not stated)
→ / | 5&0 | -12&-4
- COCCNC(=S)Nc1c(C(=O)OC)sc2c1CCC(C(C)(C)C)C2 (configuration not stated)
→ / | 3 | -10
- CC(=O)Nc1ccc(Sc2ncccc2Cl)cc1
→ -5 | 6 | -4
- CCc1c(C)nc(-c2cccc(C)c2)nc1N1CCN(C(=O)COc2ccc(Cl)cc2)CC1
→ -8 | 5 | -3
- CCC(C)c1ccc(-n2c(-c3c(OC)ccc4ccccc34)nc3ccccc3c2=O)cc1 (configuration not stated)
→ -5 | 6 | -4
- CCc1ccccc1NC(=O)C(=O)NCC(c1cccnc1)N1CCc2ccccc21 (configuration not stated)
→ / | 3 | -8
- CC(C)CC1NC(=O)c2cnc(-c3ccc(S(C)(=O)=O)cc3)nc21 (configuration not stated)
→ / | 7 | -1
- Cc1ccc(-c2ccnc(NCCC(=O)Nc3nccs3)n2)c(C)n1
→ / | 5 | -6
- Cc1ccc(S(=O)(=O)N2CCN(c3nc(-c4ccco4)nc4ccccc34)CC2)cc1
→ -5 | -4 | -2
- COC(=O)c1ccc(Cn2nc(C3CC3)c3cnn(-c4ccccc4C)c3c2=O)cc1
→ / | 7 | -5
- CC1CCN(C(=O)[C@@H](C)NC(=O)OC(C)(C)C)C2CCCCC12 (some centres not stated)
→ / | 10 | -6
- N=C1/C(=C/c2cccs2)C(=O)N=C2SC(Cc3ccccc3)=NN12
→ / | 0 | 3
- Cc1nnc(CN2CCOc3c(O)cc(-c4csc5ccccc45)cc3C2)o1
→ / | 5 | -2
- CC1(C)O[C@@H]2C[C@H]3[C@@H]4CCC5=CC(=O)C=C[C@]5(C)[C@@]4(F)[C@@H](O)C[C@]3(C)[C@]2(C(=O)CO)O1
→ / | -9 | 0
- CCC1(C)NC(=O)N(N=CC2CC=CCC2)C1=O (configuration not stated)
→ -6 | -1 | -7
- Cc1ccc(C(=O)Nc2c(-c3cc(C)cc(C)c3)nc3ccccn23)cc1
→ -3 | -12 | 5

7 compounds from above, showing only NPYLR7 agonist and mcGAS inh.
structure	NPYLR7 agonist	mcGAS inh
C#CCOc1ccc(NC(=O)N(C)CC(O)C2CC2)cc1 (configuration not stated)	4	-18
CC(=O)Nc1ccc(Sc2ncccc2Cl)cc1	6	-5
O=C(c1ccccc1)C1CCN(C(=O)C2CCC(=O)N(CCCc3ccccc3)C2)CC1 (configuration not stated)	5&0	/
CCCc1cc(C(=O)N(C)C(C)c2ccc3c(c2)OCCO3)n[nH]1 (configuration not stated)	1	-11
CN(CC(=O)NCCc1ccccc1F)C(=O)c1ccc(Br)s1	12	/
Cn1cc(Br)cc1C(=O)NCCn1cnnc1C1CC1	6	/
Cc1ccc(C(=O)OC(C)c2nc(-c3cccnc3)no2)c(O)c1 (configuration not stated)	1	/

High-throughput results from PubChem.

Compounds were not picked by outcome. About 0.29% of those tested had a hit in this group.
